MsrA inhibitor – inhibitors of bovine MsrA | purified bovine MsrA, absorbance read-out | inhibition, % at 15.5 µM | actives 0.75% (n = 360,000) | AID 651718; in the data active = inhibition above about 4.5%;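 note: 0% = vehicle wells with enzyme and 100% = reference inhibitor wells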
SKN-1 inh – C. elegans SKN-1 inhibition; C. elegans VP596 Pgst-4::GFP/RFP ratio, acrylamide-induced, 24 h; inhibition, % at 21.8 µM; actives 0.49% (n = 360,000);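 active = interference check ratio from 0.5 to 1.5 plus GFP to RFP signal ratio inhibition reaching or exceeding a fixed threshold, cut at about 30% in these data, passing the limit was not always enough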; note: some compounds called inactive have numbers as strong as hits
MLLE-PAM2 inh – inhibitors of microRNA-mediated deadenylation, human PABP1 MLLE binding | P11940 | GST-MLLE / FITC-PAM2 fluorescence polarization | inhibition, % at 20 µM | actives 0.36% (n = 360,000) | AID 588489; in the data active = inhibition above about 35%, passing the limit was not always enough;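 note: plate controls were DMSO wells with GST-MLLE for no effect and wells lacking GST-MLLE protein for full effect; some results filed as inactive read as strong as hits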
MT1-MMP act inh – inhibitors of human MT1-MMP activation; P50281; GFP/RFP ratio change, % at 20 µM; AID 651647; actives 0.061% (n = 360,000); HT1080 RFP-PRO-GFP cells, GFP/RFP ratio fluorescence, overnight; percent of plate control window, DMSO zero;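 active = GFP/RFP ratio change of at least 30% with cell ATP level not reduced by more than half and red fluorescence within 50% of control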; note: strong numbers were not always called active
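Test system: HT1080 RFP-PRO-GFP cells; Benchmarks: DMSO and RFP-L50D-GFP cell wells; Timing: cells overnight before dosing, compound overnight, 37 °C, 5% CO2; Compound: one 20 µM compound dose with 1% DMSO; Read-out: GFP/RFP fluorescence ratio.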
FAS TE block – inhibitors of human fatty acid synthase thioesterase domain; recombinant FAS-TE, OMFH fluorogenic substrate, fluorescence endpoint; inhibition, % at 15 µM; actives 0.67% (n = 360,000);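 active = compounds whose normalised, plate-corrected inhibition of enzyme fluorescence in the single-dose primary screen is 50% or more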;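 note: 0% = DMSO with enzyme and 100% = substrate without enzyme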
Target sequence (P49327 whole entry, looked up, the tested form may be a part): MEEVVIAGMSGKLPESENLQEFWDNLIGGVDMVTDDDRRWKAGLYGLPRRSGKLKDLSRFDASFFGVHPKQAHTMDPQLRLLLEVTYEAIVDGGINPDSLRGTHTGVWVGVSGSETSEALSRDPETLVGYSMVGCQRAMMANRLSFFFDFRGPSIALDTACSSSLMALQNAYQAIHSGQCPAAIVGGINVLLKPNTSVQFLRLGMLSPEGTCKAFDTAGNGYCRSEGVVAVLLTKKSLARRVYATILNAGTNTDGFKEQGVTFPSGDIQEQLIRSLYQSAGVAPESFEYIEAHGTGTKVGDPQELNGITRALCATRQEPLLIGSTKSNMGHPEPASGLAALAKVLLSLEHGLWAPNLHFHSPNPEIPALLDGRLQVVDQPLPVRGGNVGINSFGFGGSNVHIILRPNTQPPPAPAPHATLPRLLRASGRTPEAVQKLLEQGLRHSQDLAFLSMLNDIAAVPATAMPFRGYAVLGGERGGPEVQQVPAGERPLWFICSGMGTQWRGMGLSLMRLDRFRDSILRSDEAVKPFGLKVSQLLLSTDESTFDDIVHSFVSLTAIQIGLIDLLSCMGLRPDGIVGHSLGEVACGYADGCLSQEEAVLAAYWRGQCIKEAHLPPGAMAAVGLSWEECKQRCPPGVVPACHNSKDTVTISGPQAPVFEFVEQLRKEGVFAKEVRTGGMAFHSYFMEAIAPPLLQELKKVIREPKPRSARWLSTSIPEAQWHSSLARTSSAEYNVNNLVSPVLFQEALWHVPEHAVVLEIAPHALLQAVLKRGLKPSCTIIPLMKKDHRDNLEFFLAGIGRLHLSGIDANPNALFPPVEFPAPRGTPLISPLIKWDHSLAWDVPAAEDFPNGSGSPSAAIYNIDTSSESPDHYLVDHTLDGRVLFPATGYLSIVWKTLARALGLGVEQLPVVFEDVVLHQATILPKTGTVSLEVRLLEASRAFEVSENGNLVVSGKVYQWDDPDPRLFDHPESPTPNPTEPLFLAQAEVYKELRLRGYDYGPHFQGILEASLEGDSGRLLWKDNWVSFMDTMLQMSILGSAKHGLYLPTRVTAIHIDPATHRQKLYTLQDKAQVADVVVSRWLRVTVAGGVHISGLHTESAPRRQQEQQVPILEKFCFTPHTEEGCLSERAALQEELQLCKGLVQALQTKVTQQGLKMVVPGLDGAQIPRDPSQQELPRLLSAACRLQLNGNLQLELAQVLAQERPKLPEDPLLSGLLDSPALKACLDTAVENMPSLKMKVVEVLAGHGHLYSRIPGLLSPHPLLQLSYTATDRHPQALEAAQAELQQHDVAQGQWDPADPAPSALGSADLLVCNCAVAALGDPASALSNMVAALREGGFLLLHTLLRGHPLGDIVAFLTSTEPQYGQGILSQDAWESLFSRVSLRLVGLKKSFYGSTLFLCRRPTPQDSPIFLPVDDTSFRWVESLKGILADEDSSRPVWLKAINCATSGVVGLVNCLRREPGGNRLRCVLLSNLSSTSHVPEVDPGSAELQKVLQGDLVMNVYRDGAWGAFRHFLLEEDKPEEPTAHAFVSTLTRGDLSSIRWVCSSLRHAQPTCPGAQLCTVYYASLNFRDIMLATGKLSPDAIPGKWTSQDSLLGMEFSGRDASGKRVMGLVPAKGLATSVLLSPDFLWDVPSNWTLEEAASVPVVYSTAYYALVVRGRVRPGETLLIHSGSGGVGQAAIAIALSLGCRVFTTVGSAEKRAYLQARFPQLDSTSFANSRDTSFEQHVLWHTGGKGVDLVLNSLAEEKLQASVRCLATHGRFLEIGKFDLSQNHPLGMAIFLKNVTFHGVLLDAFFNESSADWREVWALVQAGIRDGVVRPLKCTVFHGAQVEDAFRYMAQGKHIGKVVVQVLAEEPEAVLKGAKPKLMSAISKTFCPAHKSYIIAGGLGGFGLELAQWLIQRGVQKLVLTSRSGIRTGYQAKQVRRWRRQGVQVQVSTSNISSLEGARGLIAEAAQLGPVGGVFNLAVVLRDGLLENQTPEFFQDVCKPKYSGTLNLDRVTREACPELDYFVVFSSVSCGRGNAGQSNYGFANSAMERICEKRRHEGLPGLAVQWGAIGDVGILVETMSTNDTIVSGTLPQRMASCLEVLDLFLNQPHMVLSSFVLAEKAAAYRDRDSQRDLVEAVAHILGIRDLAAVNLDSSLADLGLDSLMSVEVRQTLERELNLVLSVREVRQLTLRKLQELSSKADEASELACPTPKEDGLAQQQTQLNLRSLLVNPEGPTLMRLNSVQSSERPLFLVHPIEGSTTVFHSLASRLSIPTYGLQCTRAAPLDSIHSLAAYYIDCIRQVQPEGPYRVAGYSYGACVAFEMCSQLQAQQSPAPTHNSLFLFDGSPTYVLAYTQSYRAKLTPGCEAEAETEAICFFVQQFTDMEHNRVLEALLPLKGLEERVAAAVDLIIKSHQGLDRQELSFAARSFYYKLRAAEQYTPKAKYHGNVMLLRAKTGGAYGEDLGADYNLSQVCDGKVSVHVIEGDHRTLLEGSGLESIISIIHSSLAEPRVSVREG
NRP1-CendR mod – alters CendR peptide binding to human NRP-1. O14786. FAM-RPARPAR peptide binding to NRP-1, fluorescence polarization. inhibition, % at 25 µM. actives 0.85% (n = 360,000);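 active = inhibition or corrected inhibition above about 18%, plus a signal ratio from 0.5 to 1.5, limit read from the data, passing the limit was not always enough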; note: strong numbers were not always called active
E coli Lon inh – inhibits E. coli Lon protease; P0A9M0; purified E. coli Lon protease, fluorescence polarization; inhibition, % at 7.94 µM; actives 0.42% (n = 360,000); in the data active = inhibition above about 13%, passing the limit was not always enough;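 note: 0% = enzyme with probe and DMSO and 100% = no enzyme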
TbMetRS inhib – blocks T. brucei methionyl-tRNA synthetase activity; purified T. brucei MetRS, ATP depletion, Kinase-Glo luminescence; actives 0.4% (n = 360,000); inhibition, % at 11.9 µM; AID 624268;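 active = inhibition above a per-plate cutoff of the control wells' mean inhibition plus 3 SD, cut at about 5.5% in these data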;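 note: 0% = DMSO wells median and 100% = median of wells with control inhibitor compound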
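Measured by: Kinase-Glo luciferase luminescence reporting remaining unconsumed ATP. Material: purified T. brucei MetRS enzyme. Doses: 11.9 µM compound single dose, 0.9% DMSO. Medium: HEPES buffer containing pyrophosphatase, BSA, spermine, DTT. Times: 15 min preincubation, 2 h reaction, all 25 °C. Reagent: methionine, ATP and bulk E. coli tRNA.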
bovine MsrA act – bovine methionine sulfoxide reductase A activation. purified bovine MsrA, absorbance read-out. activation, % at 10.6 µM. actives 0.3% (n = 360,000). AID 602163; in the data active = activation above about 7.5%;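 note: 0% = vehicle and 100% = reference activator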
An asterisk follows results filed as active; . = no result given; & = joins results of further samples.

Second line of a record: MsrA inhibitor	SKN-1 inh	MLLE-PAM2 inh	MT1-MMP act inh	FAS TE block	NRP1-CendR mod	E coli Lon inh	TbMetRS inhib	bovine MsrA act
1. CCC1=NNC(=O)C(CC(=O)Nc2ccccc2)c2cc(OC)c(OC)cc21 (stereo not drawn)
    -1.0	5	9	-1	-10	11	13	-0.2	1
2. CN(C)S(=O)(=O)N1CCCC(C(=O)c2ccc(-c3ccccc3)c(F)c2)C1 (stereo not drawn)
    0.6	10	9	-3	25	20*	-3	0.5	-1
3. O=C(CCCn1c(=S)[nH]c2cc3c(cc2c1=O)OCO3)N1CCN(c2ccc(Cl)cc2)CC1
    2.3	21	-26	-2	32	-4	0	8.3*	0
4. Cc1ccc(S(=O)(=O)Nc2cccc(C(=O)NCc3ccccn3)c2)cc1F
    -1.0	23	2	5	-6	1	-11	-0.4	-5
5. Cc1cccc(NC(=O)C2Cc3ccccc3CN2C(=O)OCc2ccccc2)c1C (stereo not drawn)
    0.6	6	4	-7	28	6	.	.	.
6. CCOC(=O)C(C)Sc1nnc(Cc2cc(=O)[nH]c(=O)[nH]2)n1-c1cccc(OC)c1 (stereo not drawn)
    -1.3	-12	1	0	-4	-18	9	-0.9	-6
7. Cc1ccnc(N2CCN(C(=O)CSc3nc4ccccc4nc3N3CCC(C)CC3)CC2)c1
    2.8	-7	9	-4	20	6	-4	0.5	-1
8. C=C(C)C(=O)Nc1nnc(-c2ccccc2C)s1
    -0.8	9	-5	-3	-3	10	-8	-0.4	1
9. CCOC(=O)c1csc(NC(=O)CSc2nnnn2-c2cccc(OC)c2)n1
    -0.2	12	3	-1	-2	6	-6	-0.2	-1
10. O=C(Nc1nnc(COc2ccc(Br)cc2)s1)c1ccco1
    -1.0	-15	4	-3	-2	6	6	1.9	-5
11. N#Cc1cc2c(nc1SCc1ccc(Cl)nc1)CCCCC2
    -0.1	1	4	-1	28	3	2	-0.1	-2
12. C/C(=N\NC(=O)C1CC1)c1ccc2c(c1)OCCO2
    1.0	1	-1	2	-2	9	2	-0.1	-3
13. Cc1nn(-c2ccccc2)c(C)c1NC(=O)COC(=O)Cc1cccc(C(F)(F)F)c1
    0.2	19	-37	3	1	-9	-14	-0.1	2
14. CC(C)N(Cc1nc(-c2ccc(Cl)cc2)no1)C(=O)CN(C)S(=O)(=O)c1ccc(Cl)cc1
    .	-1	6	-2	22	4	4	0.1	-3
15. CC1=C(C#N)CCC(=O)N1Cc1ccc(C)cc1
    -0.6	-9	2	1	-3	-11	-1	-0.4	-2
16. O=C(NCC(Cl)c1ccc2ccccc2c1)c1c(F)cccc1F (stereo not drawn)
    -0.7	10	13	3	2	-5	-8	-0.3	-4
17. O=C(c1ccc([N+](=O)[O-])cc1Cl)N1CCN(Cc2ccccc2)CC1
    0.2	9	-10	2	19	10	0	0.4	0
18. CC(=O)c1sc(NC(=O)COc2ccc(C(C)C)c(C)c2)nc1C
    1.2	-4	10	3	-1	-4	-7	-0.1	-2
19. O=[N+]([O-])c1ccc(/C=N/N=C/c2ccc([N+](=O)[O-])o2)o1
    -0.2	-20	-11	-36	-8	5	10	-0.7	-2
20. COC(C[C@@H](O)C[C@H](O)[C@@H](C)OCc1ccccc1)OC
    -0.3	-11	-3	2	-11	21*	0	-0.3	0
21. COc1ccc(S(=O)(=O)N2CC3CCCN3c3cc(C(F)(F)F)ccc32)cc1 (stereo not drawn)
    0.7	16	-3	0	31	4	11	-0.6	-1
22. Cc1ccc(C)c(NS(=O)(=O)c2c(C)ccc3nsnc23)c1
    -0.8	-8	4	1	-3	6	-26	-1.1	-6
23. CCn1c(SCCOc2ccc(OC)cc2)nnc1C(CO)NC(=O)c1ccc(OC)cc1 (stereo not drawn)
    1.0	-15	-14	5	-2	-2	-3	-0.3	-11
24. COCCCN1CC(=O)N2Cc3[nH]c4ccccc4c3C[C@H]2C1=O
    0.3	3	-2	5	2	13	1	-0.5	-8
25. CN1CC(=O)N=C1N
    0.0&-1.2	8&16	5&8	-1&2	-4&-1	0&-6	-15&2	-0.2&-0.3	2&0
26. CC1=NNC(=O)C1CC(=O)N/N=C/c1sccc1C (stereo not drawn)
    0.7	0	-3	-1	-6	4	3	-0.3	5
27. CC(=O)N1CCN(S(=O)(=O)c2ccc3c(c2)CC(=O)N3)CC1
    0.5	-8	7	-6	-9	-4	-2	-0.3	-1
28. c1ccc(Oc2nnc(-c3cccs3)c3ccccc23)cc1
    -0.9	10	-1	-9	-4	1	2	0.1	0
29. CCC(c1nnnn1CCOC)N1CCN(c2cccc(C(F)(F)F)c2)CC1 (stereo not drawn)
    1.2	3	1	5	1	2	3	-1.8	-10
30. Cc1ccccc1N=C1c2ccccc2C(=O)C1[N+](=O)[O-] (stereo not drawn)
    5.8*	-7	3	-2	-5	4	1	-0.3	-2
31. COc1cc2nc(NC(=O)c3ccc(Cl)cc3)[nH]c(=O)c2cc1OC
    1.7	15	-10	5	-2	2	-2	-0.1	-4
32. CCN(CCn1cccn1)Cc1c(C(=O)N2C[C@@H](C)O[C@@H](C)C2)nc2ccc(Cl)cn12
    -0.9	2	-1	-7	-2	10	1	0.8	-2
33. Cc1ccc(CN2CCCN(Cc3ccc(F)cc3Cl)S2(=O)=O)cc1
    -0.4	11	2	-1	32	12	-10	-0.2	1
34. CC1=C(C(=O)NCc2ccc3c(c2)OCO3)C2(CCC(C)CC2)OC1=O (stereo not drawn)
    -0.1	-11	-10	-6	1	-2	-3	0.0	-1
35. Cc1cc(C)c(C#N)c(N2CCOCC2)n1
    1.1	14	10	0	-9	-4	-2	-1.3	-5
36. O=C(OCc1ccc(Br)cc1F)c1cc2ccccc2oc1=O
    -1.8	2	-7	4	16	10	5	-1.2	-6
37. COc1cc(N2CCCC2)ccc1[N+](=O)[O-]
    -0.9	17	-3	14	-4	-3	3	0.8	-2
38. Cc1ccsc1/C=C1/SC(=O)N(CC(=O)N2CCOCC2)C1=O
    3.8	10	10	5	-15	3	9	-0.3	-1
39. Cc1coc2c1c(C)cc1oc(=O)c(CC(=O)NCCCCCC(=O)O)c(C)c12
    2.6	3	-3	2	-3	3	-5	-0.4	-2
40. C=CCCCCCCCCC(=O)NNC1CC(=O)N(c2ccccc2)C1=O (stereo not drawn)
    0.8	4	-14	5	1	-12	2	-0.6	-2

Continued (two carried over from the part before).
Second line of a record: MsrA inhibitor	SKN-1 inh	MLLE-PAM2 inh	MT1-MMP act inh	FAS TE block	NRP1-CendR mod	E coli Lon inh	TbMetRS inhib	bovine MsrA act
39. Cc1coc2c1c(C)cc1oc(=O)c(CC(=O)NCCCCCC(=O)O)c(C)c12
    2.6	3	-3	2	-3	3	-5	-0.4	-2
40. C=CCCCCCCCCC(=O)NNC1CC(=O)N(c2ccccc2)C1=O (stereo not drawn)
    0.8	4	-14	5	1	-12	2	-0.6	-2
41. Cc1nc(-c2coc3cc(O)c(C)cc3c2=O)cs1
    0.9	13	3	0	-8	-4	-7	-0.2	0
42. C=CCOc1ccc(C(=O)c2ccccc2)c(OCC(=O)NC2(C#N)CCCC2)c1
    -1.3	9	18	-6	13	5	-9	-1.1	-9
43. CCOc1cccc(-c2nnc(SCC(=O)NC3CC3)n2C)c1
    2.1	-8	-6	-1	-6	-20	0	0.2	0
44. COc1ccc(OC)c(S(=O)(=O)NCC(c2ccc3c(c2)OCO3)N2CCOCC2)c1 (stereo not drawn)
    0.7	-7	3	2	-1	-2	-6	-0.5	-5
45. Cc1ccc(F)c(CNC(=O)C2(C)CCCN2C(=O)C(C)C)c1F (stereo not drawn)
    -0.1	8	-3	2	-7	11	-6	-0.1	-4
46. CCOc1ccc(CN(C)C(C)C(=O)NCCc2ccc(F)cc2)cc1 (stereo not drawn)
    0.4	-4	-1	1	0	1	-4	-0.6	-1
47. CN(C)CCN1CCN(C(c2ccnc3ccccc23)c2nnnn2-c2ccc3c(c2)OCCO3)CC1 (stereo not drawn)
    0.5	-1	.	0	-8	6	3	-1.6	-10
48. CCOC(=O)C1CCN(C(=O)COC(=O)CCOc2ccc(C)cc2)CC1
    -1.7	22	-4	-4	-4	-6	12	-0.5	-4
49. COc1ccc(CSc2nc(O)cc(=O)n2CC(C)C)cc1F
    0.1	-2	22	1	-3	-2	1	-1.3	-1
50. CC(=O)C1=C(O)C(=O)N(c2ccc(O)cc2)C1c1ccccc1 (stereo not drawn)
    2.0	15	4	3	-2	-3	0	-0.3	-4
51. CCOC(=O)c1cc(-c2cccnc2)nn1-c1ccccn1
    -0.7	4	0	-4	-4	2	6	-1.8	-9
52. CC(=O)c1ccc(NC(=O)CSCCO)cc1
    0.0	-5	-3	3	-9	-7	-2	-0.1	0
53. Cc1ccc(CN2C(=O)c3ccccc3C2C(=O)NCC2CCCO2)cc1 (stereo not drawn)
    -0.8	14	1	4	-14	9	-1	0.5	0
54. Cc1ccc(-n2c(-c3ccc(Br)cc3)c[n+]3c2CCc2ccc4cccnc4c2-3)cc1
    -0.7	-3	-11	-28	7	-15	-8	-0.1	-2
55. CCc1ccc(NC(=S)Nc2cc(C(=O)O)ccc2N2CC3CC(C2)c2cccc(=O)n2C3)cc1 (stereo not drawn)
    0.8	3	32	1	0	0	-5	-0.4	-4
56. COc1ccc2c(c1)nc(NCCO)n2C
    -0.5	5	-15	2	-14	-9	-15	-0.8	-2
57. CCC(=O)Nc1cc2c3c(c1)CCC(=O)N3CCC2
    0.4	10	-2	-1	-4	26*	-12	0.8	-3
58. Cc1c(NC(=O)Nc2ccccc2)c(=O)n(-c2ccccc2)n1C
    1.3	5	0	3	1	-10	-5	-0.9	-1
59. O=C(COC(=O)/C=C/c1ccc(Br)o1)NC1CCCCC1
    1.7	-6	-10	-1	-2	-16	8	-0.4	-6
60. COc1cc(OC)cc(C(=O)N2CCN(Cc3ccccc3Br)CC2)c1
    0.8	3	-7	1	4	9	-4	-0.2	-2
61. CCOc1ccc(C(=O)N[C@H](C(=O)Nc2ccccc2OC)C(C)C)cc1
    0.3	11	4	-1	2	8	5	-0.6	-2
62. CCOc1ccc(-c2c(C(=O)N/N=C/C3CCCCC3)nnn2-c2nonc2N)cc1
    0.0	-16	13	-2	-5	7	-2	-0.2	-5
63. COc1ccc(C2C(C(=O)NCc3ccco3)CCC(=O)N2c2ccc(OC)cc2)cc1 (stereo not drawn)
    -1.7	-34	-2	3	-10	-9	-4	-0.8	-12
64. Oc1c(CN2CCOCC2)cc(CN2CCOCC2)cc1CN1CCOCC1
    1.0	-10	-3	1	-10	29*	-1	-0.1	-1
65. CC(=O)Nc1ccc(/C=C/c2nc3ccccc3[nH]c2=O)cc1
    0.2	22	-27	-33	-4	-7	-3	-1.1	-2
66. CN(C)S(=O)(=O)c1ccc2oc(SCC(=O)Nc3ccccc3F)nc2c1
    -0.2	-2	16	3	-4	8	0	-0.1	-2
67. Cc1ccc(N=Nc2ccc(O)c3ncccc23)cc1C
    -1.6	9	7	11	17	14	-9	-0.3	-2
68. CC(C)CCN(C(=O)CNC(=O)c1ccco1)C(C(=O)NC1CCCCC1)c1cccnc1 (stereo not drawn)
    2.0	1	6	-1	0	2	-8	0.0	-1

Screening results as filed in PubChem BioAssay.
